# High-throughput results from PubChem BioAssay.
# RGS4 inhibitor = blocks human RGS4-accelerated GTP hydrolysis. P49798. Transcreener GDP fluorescence polarization, RGS4-accelerated GTP hydrolysis. Potency, µM (highest dose often 114 µM), without a hit: at the highest dose activity change, negative = inhibition, hits mostly inhibitors. 390,000 compounds, 0.039% hits. AID 504845; note: potency is the fitted concentration of half-maximal effect; % is set by controls: 0 for no effect and ±100 for the full control effect; nearly all actives have a fitted effect of over 75% in size; some results filed as inactive show a strong effect at the top dose
# Target sequence (P49798 whole entry, looked up): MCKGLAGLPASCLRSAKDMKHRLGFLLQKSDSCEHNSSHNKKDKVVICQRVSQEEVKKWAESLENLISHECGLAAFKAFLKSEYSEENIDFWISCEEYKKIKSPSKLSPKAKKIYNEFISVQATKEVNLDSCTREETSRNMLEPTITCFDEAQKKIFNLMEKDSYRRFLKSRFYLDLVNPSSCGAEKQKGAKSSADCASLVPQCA
#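 MLSMR compounds (23 nl, pin-transferred) preincubated 10 min at room temperature with a 500nM (2x) first reagent, then RGS4 at 900nM (2x) plus Transcreener GDP mix added; fluorescence polarization (620/688 nm) read before and after 90 min at 30 °C.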
# 12-LOX inh = blocks human arachidonate 12S-lipoxygenase; P18054; purified 12hLO, xylenol orange hydroperoxide absorbance; Potency, µM (titrated, usually from 108 µM), without a hit: top-dose activity change, negative = inhibition, most hits filed as inhibitors; 580,000 compounds, 1.1% hits; AID 1671190; note: potency is the fitted concentration of half-maximal effect; % is set by controls: 0 for no effect and ±100 for the full control effect
# Target sequence (P18054 whole entry, looked up): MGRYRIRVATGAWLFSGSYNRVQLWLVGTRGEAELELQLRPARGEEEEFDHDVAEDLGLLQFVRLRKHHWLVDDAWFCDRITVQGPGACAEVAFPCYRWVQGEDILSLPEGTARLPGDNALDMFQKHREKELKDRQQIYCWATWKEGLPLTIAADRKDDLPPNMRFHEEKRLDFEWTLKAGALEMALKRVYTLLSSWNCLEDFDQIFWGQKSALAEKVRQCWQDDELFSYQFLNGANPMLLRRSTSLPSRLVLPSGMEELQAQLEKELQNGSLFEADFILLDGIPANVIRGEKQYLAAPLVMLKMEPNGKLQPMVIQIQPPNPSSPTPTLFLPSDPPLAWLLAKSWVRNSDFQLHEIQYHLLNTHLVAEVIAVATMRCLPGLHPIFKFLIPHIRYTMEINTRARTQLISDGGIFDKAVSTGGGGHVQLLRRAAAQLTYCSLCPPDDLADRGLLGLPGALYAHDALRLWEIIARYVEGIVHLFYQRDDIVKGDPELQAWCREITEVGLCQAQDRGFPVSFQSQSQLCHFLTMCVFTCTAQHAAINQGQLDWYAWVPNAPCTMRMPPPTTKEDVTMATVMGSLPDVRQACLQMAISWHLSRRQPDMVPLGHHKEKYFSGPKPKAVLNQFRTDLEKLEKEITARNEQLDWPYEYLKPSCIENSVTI
#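 Purified human 12hLO at 150 nM in 25 mM Hepes, 0.01% Triton X-100, pH 7.0, preincubated 15 min at room temperature with compound. Reaction started with 40 uM arachidonic acid, 30 min at room temperature. Hydroperoxide measured by Fe-xylenol orange, 573/405 nm absorbance ratio.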
# LDHA inh = blocks human lactate dehydrogenase A; P00338; purified LDHA, NADH/diaphorase-resazurin fluorescence; active compounds read low; activity change, % (values are at about 110 or 230 µM); 480,000 compounds, 0.15% hits; AID 1347041; in the data active = activity change below about -30%; inconclusive = mostly about -25% to -30%;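 note: plate controls were DMSO wells for no effect and wells without enzyme for full effect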
#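 Human LDH5 at 2 nM final in Tris HCl pH 7.4 with 0.06 mM NADH and 0.2 mM pyruvate, reacted 5 minutes at room temperature. Remaining NADH coupled via diaphorase/resazurin; resorufin fluorescence read at 0 and 20 minutes, normalized to enzyme-free and DMSO wells.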
# D2 antag = D2 dopamine receptor (human) antagonism | P14416 | HEK293 TREx D2 cells, calcium flux, dopamine EC80 | inhibition, % at 10 µM | 340,000 compounds, 2% hits; in the data active = inhibition above about 30%; note: 0% is about no effect
#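 Inhibition of EC80 dopamine-driven calcium flux, recorded kinetically, defines activity here; cells are a tetracycline-induced HEK293 T-REx line expressing force-coupled D2.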
# D2 agonist = D2 dopamine receptor (human) agonism. HEK293 T-REx D2 cells, calcium flux agonist mode. P14416. AID 485358. 340,000 compounds, 0.53% hits. activation, % at 2 µM;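 active = activation over 3 SD above normal in the single-dose calcium agonist read, cut at about 30% in these data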; note: 0% is about no effect
#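 Agonism scored from kinetic calcium signal (1 read/sec, 180 s) following compound pin transfer, after a 10 s baseline. Cells: HEK293 Trex line expressing inducible D2 receptor coupled to calcium, dye-loaded after overnight culture at 30 C.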
# GRP78 ERSR act = inducers of ER stress response in human glioma cells. Potency, µM, without a hit: at the highest dose activation, hits mostly activators. U87-MG GRP78 promoter luciferase reporter, 16 h. AID 602332. 420,000 compounds, 0.02% hits; note: potency is the fitted concentration of half-maximal effect; series mostly up to about 76 µM; % of control where 0% means no effect; nearly all actives have a fitted effect of over 35% in size
#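 ERSR induction read as luciferase luminescence (Bright-Glo, 10 min at room temperature) in stably transfected human U87-MG glioma cells exposed to compounds for 16 h, using GRP78 as sensor.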
# Vif-A3G inh = inhibitors of Vif-APOBEC3G interaction. Q9HC16. HeLa A3G-eYFP + Vif (tagged APOBEC3G with the HIV-1 protein that degrades it), YFP fluorescence, overnight. Potency, µM (series often up to 46.1 µM), without a hit: at the top dose activity, negative = active, hits mostly inhibitors. 410,000 compounds, 0.076% hits;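 note: potency is the fitted concentration of half-maximal effect; % is set by controls: 0 for no effect and ±100 for the full control effect; nearly all actives have a fitted effect of over 60% in size; hits raise eYFP signal because A3G escapes Vif-driven loss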
#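 HeLa cells stably expressing Vif and C-terminally eYFP-tagged A3G, seeded overnight at 37 deg C, then exposed to compound by pintool overnight at 37 deg C. Rise in yellow fluorescence (Ex 488/Em 500-530, Acumen) marks blocked Vif-driven A3G degradation.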
# Vif-A3F inh = blocks the Vif interaction with APOBEC3F; HeLa A3F-eYFP + Vif (tagged APOBEC3F with the HIV-1 protein that degrades it), YFP fluorescence increase; Potency, µM (top dose mostly 46.1 µM), for the others: at the highest dose activity, negative = active; 390,000 compounds, 0.2% hits; AID 602313; note: potency is the fitted concentration of half-maximal effect; % of control where 0% means no effect; nearly all actives have a fitted effect of over 65% in size
#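 Fluorescence increase (Ex 488/Em 500-530) after overnight compound treatment at 37 deg C flags inhibition of Vif-driven A3F-eYFP loss in stable HeLa A3F-eYFP/Vif cells seeded overnight beforehand.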
# ERG-DNA inh = inhibitors of human ERG Ets domain-DNA interaction | fluorescence polarization, His-ERG Ets domain / labelled DNA | 370,000 compounds, 0.028% hits | AID 624246 | P11308 | Potency, µM (titrated, usually from 76.9 µM), for the others: at the highest dose FP activity, negative = inhibition, usual class: inhibitors; active = well fitted inhibition curve with a large enough effect in the polarisation, with a control signal flat; inconclusive = small, poorly fitted or top-dose-only effect, or effect the other way, or a change in a side signal; inactive = no such curve, though single readings can be large or run the other way; the % refers to the polarisation;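 note: polarization taken with two DNA probes labelled with fluorescein and Texas red; potency is the fitted concentration of half-maximal effect; % of control where 0% means no effect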
#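 His-tagged ERG Ets domain (1 uM in the protein solution; 300mM KCl, 50mM Tris-HCl, 1mM EDTA, 1mM DTT, pH 7.5) received compound, then a probe mix of 5 nM fluorescein-DNA and 100nM Texas-615-DNA. Fluorescence polarization was read for both dyes.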
# An asterisk follows results filed as active; i = inactive; ? = inconclusive; · = no result given; & = joins results of further samples; [ ] = another dose, or the depositor's remark. Unless noted, calls come from the whole dose curve; as a rule, active = well fitted curve in the direction sought with a large enough effect; inconclusive = small, poorly fitted or top-dose-only effect, or another doubt; inactive = no such curve, though single readings can be large; an effect the other way counts as inactive or inconclusive. Some of the compounds tested; count on the stated rates, not on these rows.
SMILES,RGS4 inhibitor,12-LOX inh,LDHA inh,D2 antag,D2 agonist,GRP78 ERSR act,Vif-A3G inh,Vif-A3F inh,ERG-DNA inh
CN(C)C(=O)c1cn(-c2ccccc2)nc1-c1cccs1,-3%,-14%,-19,-5,0.0,-1%,0%,5%,6%
O=C(CSc1nc(C2CCCCC2)nc2ccccc12)NCc1ccc2c(c1)OCO2,11%,-4%,1,-5,-1.1,-6%,1%,-7%,-16%
O=c1c2ccccc2nc(SCc2ccccc2)n1CC1CCCO1 (stereo not given),-13%[11.4 µM],0%,-5,-8,0.8,2%,-5%,-2%,-10%
O=C(NCC(c1ccc(F)cc1)N1CCOCC1)c1ccc(OCc2ccccc2)cc1 (stereo not given),-20%,-19%,-4,·,·,-5%,0%,5%,3%
CCCCCCCC[n+]1cccc2c3ccccc3ccc21,-17%,?,-7,17,0.4,-1%,-2%,0%,2%
N#CCCN(CCC#N)c1nnc(-c2ccccc2)s1,-16%,-2%,-4,13,-1.0,-3%,-1%,10%,-5%
CN1CCN(c2nc(N3CCN(c4ccccc4)CC3)ncc2F)CC1,10%,14%,-3,20,0.8,-2%,0%,-5%,·
COc1cc(C)ccc1OCc1cc(C(=O)N2CCC(c3ccc(F)cc3)C2)no1 (stereo not given),-5%,-4%,-4,2,-0.9,3%,-4%,-17%,-6%
CC(C)(C)C(=O)N1CCC2CC1c1cc(Cl)ccc12 (stereo not given),-2%,9%,-1,·,·,-4%,0%,5%,2%
CN(CCCN1CCOCC1)Cc1cn(C)nc1-c1ccccc1F,0%,10%,-6,-16,1.6,-2%,-3%,4%,-13%
NC(=S)NN=Cc1ccc(-c2ccc(S(=O)(=O)Nc3ncccn3)cc2)o1,-36%,?,-8,·,·,-2%,-1%,-13%,-2%
COc1ccccc1CNC(=O)COC(=O)c1ccc(C(=O)c2ccccc2)cc1,-3%,0%,0,·,·,-4%,-7%,-9%,15%
CN(C)C(=O)c1nnsc1Sc1ccc(Cl)cc1,4%,-10%,-13,-15,-0.3,2%,0%,4%,4%
CCS(=O)(=O)Nc1ccc(-c2nnc(SCC(=O)OC)o2)cc1,-9%,-9%,-2,17,0.4,5%,-3%,-9%,2%
O=C(COC(=O)CCOc1ccccc1)Nc1ncc(Cl)cc1Cl,0%,-16%,-3,-5,-1.2,0%,-3%,-6%,-10%
O=C(O)CCC(=O)NNC(=O)c1ccc(Br)cc1,25%,8%,-7,-2,-1.2,-2%,2%,1%,0%
COc1ccc(-n2c(O)c(/C=N/Nc3nc(C)cc(C)n3)c3ccccc3c2=O)cc1OC,8%,1%,-1,9,0.6,-3%,-1%,-17%,1%
CCOC(=O)C1CCN(C(=O)COc2ccc(S(=O)(=O)N3CCOCC3)cc2C)CC1,14%,-4%,-8,20,2.2,0%,0%,-6%,-3%
COc1cc2c(cc1OC)[C@H](C)N(C(=O)NCc1ccccc1)CC2,15%,10%,-4,-5,-1.4,-4%,?,8%,-2%
Cc1ccc(NC(=O)CCN2C(=O)CSC2=O)c(C)c1,-7%,?,-3,-11,0.7,-1%,0%,0%,-2%
COc1ccc(C(=O)Nc2ccc3nc(N4CCCCC4)cc(C)c3c2)cc1OC,1%&-30%,0%&14%,0&2,-19,-0.1&-1.7,-3%&-1%,-1%&-2%,0%&7%,1%&6%
CCc1nnc(NC(=O)CCN(c2cc(C)cc(C)c2)S(=O)(=O)c2ccc(Cl)cc2)s1,13%,-16%,-2,2,-0.2,-1%,-31%,-25%,-4%
Cn1c(=O)c2cc(S(=O)(=O)Nc3ccc4c(c3)OCO4)ccc2n(C)c1=O,-25%,-23%,10,-6,-0.5,-1%,5%,-2%,·
N#Cc1c(-c2ccc(Cl)cc2)c2c([nH]c1=S)CCCC2,-53%,?,-2,-7,0.0,-2%,-4%,8%,-6%
CCCC(c1nnnn1Cc1ccc2c(c1)OCO2)N1CCC(C(N)=O)CC1 (stereo not given),-21%,-1%,-3,8,1.3,-2%,1%,-12%,10%
CCN(CC(=O)Nc1ccc(NC(C)=O)cc1)C(=O)/C=C/c1cn(Cc2ccccc2)nc1-c1cccnc1,3%,-1%,-3,-7,0.0,-4%,1%,3%,-1%
CC(C)(C)C1CCC(OC(=O)c2ccncc2)CC1 (stereo not given),6%,1%,-5,-6,-0.2,8%,-5%,-4%,2%
CCCSC1=C(C#N)C(c2cccnc2)C(C(=O)OCC)=C(c2ccccc2)N1 (stereo not given),-16%,12%,-3,6,0.5,-3%,-8%,-5%,-1%
O=C(CN1CCN(c2ccc(F)cc2)CC1)NCc1ccc(F)cc1,12%,22%,-2,-8,0.7,-4%,-1%,-9%,-1%
COc1ccc(CC(NC(C)=O)C(=O)NC2CCN(S(=O)(=O)c3cccc4ccccc34)CC2)cc1OC (stereo not given),5%,1%,5,-4,0.8,-3%,0%,-4%,·
Cc1ccc(NC(=O)CSCC(=O)Nc2cccc3ncccc23)cc1,-1%,-1%,9,6,0.2,-5%,1%,2%,-5%
COc1ccc(CNC(=O)CN(C(=O)c2csnn2)c2cccc(C(C)=O)c2)cc1,-18%,-13%,2,·,·,-2%,0%,-5%,3%
CCOc1ccc(OCCCC(=O)N(CC)CC(=O)Nc2c(F)cccc2F)cc1,-7%,i,1,4,0.6,1%,1%,-9%,16%
O=C(NC(Cc1ccccc1)C(=O)O)/C(=C/c1ccc(Cl)cc1)NC(=O)c1ccccc1 (stereo not given),16%,-14%,-11,4,-0.7,-5%,-1%,-13%,9%
Cc1ccc(-c2nc(=S)c3c(n2CC2CCCO2)CC(C)(C)OC3)cc1 (stereo not given),9%,-2%,-9,-10,0.1,-5%,-1%,-3%,-13%
CC(=O)Nc1ccc(Oc2ccc3nc(C)[nH]c3c2)cc1,-26%,16%,0,1,-1.8,0%,-1%,0%,-11%
Cc1[nH]c2ccccc2c1C1C(c2ccccc2)=NN=C(C(C)C)N1O (stereo not given),-7%,-30%,-7,6,0.4,2%,0%,-3%,-4%
Cc1cccc(Nc2nc(N)c([N+](=O)[O-])c(N3CCOCC3)n2)c1,11%,-18%,-7,0,-1.7,-3%,-3%,1%,-2%
COc1ccc(CCNC(=O)CCc2cn(Cc3ccc(C)cc3)c3ccccc23)cc1OC,2%,0%,3,·,-0.4,-2%,1%,-15%,-1%
CCCn1c(=N)c(C(=O)NCc2ccco2)cc2c(=O)n3cc(C)ccc3nc21,-18%,0%,0,·,·,-1%,1%,-7%,4%
O=C1c2ccccc2NC(c2ccc3c(c2)OCO3)N1O (stereo not given),-32%,?,13,-2,-0.7,10%,-4%,-3%,9%
CC(=O)Nc1ccc(S(=O)(=O)N2CCN(C(=O)c3ncoc3-c3cccc(F)c3)CC2)cc1,-12%,-7%,-3,-19,-0.2,-1%,3%,12%,19%
O=C(Cc1ccccc1)NNC1CC(=O)N(c2ccc(Oc3ccccc3)cc2)C1=O (stereo not given),6%,389%[activator],-13,-13,-0.8,-3%,-8%,-1%,4%
Cc1ccc(NC(=O)[C@@H]2O[C@H](CO)[C@@H](O)[C@H]2O)cc1C(F)(F)F,·,-12%,-6,·,·,2%,-6%,·,·
COC(=O)CSc1ncnc2scc(-c3ccccc3)c12,0%,5%,-2,9,0.0,-3%,0%,0%,8%
O=C(Nc1ccncc1)c1sc2ccccc2c1Cl,-1%,-2%,2,-7,-0.1,-3%,-1%,8%,2%
Cc1[nH]c(C)c(S(=O)(=O)Nc2ccccc2)c1C(=O)N1CCCC1,9%,12%,-3,-3,0.5,-5%,0%,0%,-2%
Nc1nnc(CSCc2ccc(F)cc2)s1,-44%,-28%,-6,-4,4.0,1%,-4%,-8%,2%
COC(=O)C1=C(CSCc2ccccc2)NC(=O)NC1c1cc(C)ccc1C (stereo not given),-21%,-6%,0,10,-0.7,-4%,1%,0%,8%
Cc1c(C(=O)OC2CCCCC2)[nH]c2c1C(=O)CC(c1ccccc1Cl)C2 (stereo not given),-5%,-8%,-9,·,-0.9,-1%,?,-2%,8%
O=C(CN1C(=O)CSc2ncccc21)Nc1ccccc1F,15%,5%,-10,8,0.9,-2%,-6%,-1%,-7%
COc1cc(C(CCN2CCN(c3ccccc3)CC2)c2c(OC)cc(OC)c3ccc(=O)oc23)cc(OC)c1OC (stereo not given),-21%&-9%,-2%,2,23,26,-5%&-1%,0%&1%,1%,11%
CCCCN1CNC(=S)N(c2cc(C)ccc2C)C1,-17%,-15%,-5,-6,0.5,-2%,0%,2%,2%
CCOc1ccc2nc(N(CCN(C)C)C(=O)/C=C/c3cccs3)sc2c1,-3%,·,0,-5,1.0,-7%,-6%,-6%,-9%
NS(=O)(=O)c1ccc2nc(NC(=O)CS(=O)(=O)c3ccccc3)sc2c1,38%,0%,-9,·,·,2%,0%,0%,1%
